Bioassay records: PubChem BioAssay, several laboratories
KLK7 zymogen act: proKLK7 (human) activation, primary screen. purified proKLK7, EDANS-DABCYL substrate fluorescence; 100% is mature enzyme control, 0% vehicle. activation, % at 7 µM. P49862. 0.9% of 370,000 active. AID 652039;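 active = activation above the mean of all tested compounds plus 3 SD, computed per campaign excluding outliers beyond control limits, cut at about 13% in these data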
Target sequence (P49862 whole entry, looked up): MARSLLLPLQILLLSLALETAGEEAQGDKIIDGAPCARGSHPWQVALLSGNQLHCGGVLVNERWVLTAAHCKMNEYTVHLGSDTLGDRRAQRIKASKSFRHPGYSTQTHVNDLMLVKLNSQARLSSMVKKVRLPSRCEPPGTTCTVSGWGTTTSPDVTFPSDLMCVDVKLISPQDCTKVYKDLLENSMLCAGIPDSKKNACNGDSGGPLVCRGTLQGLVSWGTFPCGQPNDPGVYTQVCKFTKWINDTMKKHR
Tn7 DDE FP: inhibitors of Tn7 peptide binding to human fibrin DD(E); 0.13% of 370,000 active; inhibition, % at 8.3 µM; FP displacement of FITC-Tn7 peptide from fibrin DD(E); 0% = median of compound wells per plate; P02675;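 active = inhibition above the mean of compounds falling within the control limits plus 3 SD of them, cut at about 14% in these data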;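 note: 0% = plate median of compound wells and 100% = 10 µM Aha-Tn7 peptide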
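assay system = human clot-derived fibrin DD(E) complex | quantity = Fibrin-DD(E) at 2 µM final | timing = 10 min preincubation, 3 h with tracer, room temperature | signal = fluorescence polarization | measure = percent inhibition | benchmarks = high control wells with 10 µM unlabelled Aha-Tn7 peptide (full inhibition) | replicates = singlicate testing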
ASAP1 GAP inh: ASAP1 ArfGAP inhibition; inhibition, % at 16.5 µM; 0.19% of 360,000 active; AID 624377; Q9ULH1; ASAP1-stimulated ARF1 GTP hydrolysis, GDP FP detection; in the data active = inhibition above about 25%;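 note: 0% = vehicle with enzyme and substrate and 100% = no enzyme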
Rev-erbA mod: modulates human Rev-erb alpha binding to DNA; Rev-erbα–FITC-DNA binding, fluorescence polarization, 90 min; P20393; AID 1259318; activity, % at 10 µM; 0.79% of 370,000 active;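 active = activity above about 14%, limit read from the data; passing the limit was not always enough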;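 note: 0% = DMSO wells with 35 nM protein and 100% = DMSO wells with 750 nM protein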
Target sequence (P20393 whole entry, looked up): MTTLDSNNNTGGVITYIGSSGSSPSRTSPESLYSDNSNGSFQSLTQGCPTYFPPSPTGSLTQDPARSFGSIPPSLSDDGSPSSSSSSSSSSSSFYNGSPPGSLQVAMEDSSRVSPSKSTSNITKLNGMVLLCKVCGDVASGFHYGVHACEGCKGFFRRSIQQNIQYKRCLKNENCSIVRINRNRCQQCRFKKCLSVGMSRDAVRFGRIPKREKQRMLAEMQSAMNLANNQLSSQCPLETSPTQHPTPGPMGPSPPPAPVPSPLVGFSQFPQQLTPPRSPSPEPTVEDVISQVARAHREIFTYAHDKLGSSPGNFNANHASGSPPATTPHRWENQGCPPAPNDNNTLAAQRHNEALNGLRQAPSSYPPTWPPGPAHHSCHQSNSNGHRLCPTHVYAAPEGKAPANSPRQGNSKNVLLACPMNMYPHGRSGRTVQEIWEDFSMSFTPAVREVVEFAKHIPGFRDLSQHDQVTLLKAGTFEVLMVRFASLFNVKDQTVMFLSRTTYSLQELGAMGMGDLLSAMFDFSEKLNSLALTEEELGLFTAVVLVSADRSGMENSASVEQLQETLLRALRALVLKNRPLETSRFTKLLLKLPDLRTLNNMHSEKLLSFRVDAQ
UHRF1 binding: UHRF1 methyl-DNA binding inhibition; inhibition, % at 4.4 µM; AID 687016; Q96T88; UHRF1 binding to methylated oligo, TR-FRET; 0.75% of 370,000 active; in the data active = inhibition above about 21%;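 note: UHRF1 SRA domain binding a hemimethylated CpG hairpin DNA probe; 0% = median of test compound wells and 100% = reference inhibitor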
ARFGAP1 inh: inhibitors of rat ARFGAP1 | 0.26% of 360,000 active | inhibition, % at 16.5 µM | Arfgap1-stimulated ARF1 GTP hydrolysis, GDP FP detection;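 active = inhibition above a per-plate limit, mean inhibition of low control wells plus 3 SD, cut at about 25% in these data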;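 note: 0% = DMSO wells with enzyme and 100% = wells lacking Arfgap1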
Target sequence (Q62848 1-136 limits assumed): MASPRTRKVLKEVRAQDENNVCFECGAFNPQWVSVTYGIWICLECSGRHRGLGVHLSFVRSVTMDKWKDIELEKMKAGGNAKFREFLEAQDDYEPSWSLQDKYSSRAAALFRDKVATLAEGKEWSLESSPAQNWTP
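material = rat Arfgap1 catalytic domain, aa 1-136 | also added = human ARF1(Δ1-17)-GTP substrate | compound dosing = one concentration, 16.5 µM, DMSO 1.26% | times = GTP hydrolysis reaction 2 h at 25 °C | measured by = FP, GDP Alexa 633 tracer displaced from anti-GDP antibody, 620/688 nm | evaluation = percent inhibition of Arfgap1-stimulated GTP hydrolysis | replication = single well per compound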
Tn6 DDE FP: inhibitors of Tn6 peptide binding to human fibrin DD(E); Fibrin DD(E) TRITC-Tn6 fluorescence polarization displacement; inhibition, % at 8.3 µM; 0.21% of 370,000 active; AID 720509;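 active = inhibition above a per-campaign cutoff: mean of compounds within control limits plus 3 SD, cut at about 15% in these data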;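 note: 0% = median of all compound wells on the plate and 100% = blocking peptide control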
sPLA2-III inh: Inhibits HGIII-sPLA2 liposome hydrolysis, primary screen | Q9NZ20 | QFRET BODIPY PC-A2 liposome hydrolysis, fluorescence | inhibition, % at 12.2 µM | 0.56% of 370,000 active | AID 743126;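 active = inhibition above mean plus 3 SD of compounds lying within the high and low control bounds, cut at about 19% in these data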;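 note: 0% = median of test compound wells and 100% = no enzyme DMSO wells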
PLCg1 inh: blocks human PLC-gamma1 enzyme activity | AID 720700 | inhibition, % at 12.2 µM | 0.84% of 370,000 active | P19174 | purified PLC-gamma1, fluorogenic substrate, fluorescence; in the data active = inhibition above about 9.5%
PLC-beta3 inh: PLC-beta3 (human) inhibition, primary screen. Q01970. Purified PLC-beta3, fluorogenic substrate, fluorescence. inhibition, % at 12.2 µM. 0.18% of 370,000 active. AID 720704; in the data active = inhibition above about 11%;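 note: 0% = median of compound wells on plate and 100% = full blocker control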
* marks the source's active call; other numbers are inactive results; i = inactive; / = not tested or not shown.

SMILES | KLK7 zymogen act | Tn7 DDE FP | ASAP1 GAP inh | Rev-erbA mod | UHRF1 binding | ARFGAP1 inh | Tn6 DDE FP | sPLA2-III inh | PLCg1 inh | PLC-beta3 inh
Cc1ccc(N2C(=O)CC(N3CCN(c4ccc(F)cc4)CC3)C2=O)c(C)c1 (configuration not stated) | 0.6 | -4 | 1 | -5 | 4 | -5 | 6 | 0 | 2 | -1
O=C(CSCc1ccccc1Cl)NNC(=O)c1ccccc1 | 0.1 | -8 | -1 | 4 | 1 | 6 | 0 | 1 | 1 | 4
O=C(NCc1ccccc1)c1cccc(S(=O)(=O)NCc2ccccc2)c1 | 0.1 | 3 | -2 | -1 | 1 | 2 | 0 | -13 | 1 | 3
CCNC(=O)c1cccc(NC(=O)CC2SC(N3CCCCC3)=NC2=O)c1 (configuration not stated) | 0.4 | 2 | 0 | -7 | -1 | -2 | 7 | 2 | 0 | -3
CCOC(=O)C(=O)/C(=C\N(C)C)c1onc(-c2ccccc2)c1C(=O)OC | 7.6 | 1 | -1 | 0 | 4 | -6 | -8 | 2 | 2 | 0
COc1ccc(C(=O)NN=C2CCCC2)c(OC)c1 | 0.4 | -3 | 5 | 1 | 1 | 4 | 0 | 3 | 0 | -7
Cc1cccc2cc(CN(Cc3ccco3)C(=O)c3ccncc3)c(=O)[nH]c12 | 0.2 | 4 | -11 | -1 | 0 | -8 | -3 | 6 | -5 | -11
Nc1ccc(C(=O)N/N=C\C=C\c2ccc([N+](=O)[O-])cc2)cc1 | 0.5 | -8 | 0 | -11 | -5 | -1 | -7 | 0 | 3 | 7
O=C(CCc1ccccc1)Nc1ccc(NC(=O)c2ccco2)cc1 | -0.2 | 3 | -6 | 3 | -2 | -1 | -1 | -5 | 2 | 5
CN1CCn2c1nc(N1CCCCC1)nc2=O | -0.3 | -3 | -14 | -2 | 1 | -3 | 0 | 3 | 4 | 0
CCCOC(=O)C1=C(C)NC(=O)NC1c1cccc2ccccc12 (configuration not stated) | -0.6 | -1 | -6 | 6 | -2 | -2 | -2 | -2 | 3 | -7
Cc1ccc(C)c(NC(=O)COC(=O)c2cccc3c2C(=O)c2ccccc2C3=O)c1 | -0.3 | -3 | -5 | 4 | -1 | 4 | -11 | 1 | 1 | 1
CCCCCn1c(=O)[nH]c2cc(C(=O)N3CCN(CC)CC3)ccc2c1=O | -3.6 | -7 | 1 | 1 | 25* | -3 | -5 | -6 | -15 | -22
CCCCc1nnc(NC(=O)CSc2nc(N)cc(=O)[nH]2)s1 | 0.1 | -2 | -2 | 2 | 4 | 0 | -8 | 1 | 0 | 1
Cc1ccc2cccc(OC(=O)c3cccnc3Oc3ccccc3)c2n1 | -0.9 | 0 | 6 | -6 | 1 | -2 | -7 | 2 | 1 | 3
COC(=O)Nc1ccc(S(=O)(=O)N2CCC(C(=O)N3CCC(C)CC3)CC2)cc1 | -0.3 | -5 | -8 | 5 | 5 | -3 | 7 | -2 | 2 | -2
CC(C)C(=O)NCc1cc(-c2ccc(Cl)cc2)no1 | 0.5 | -2 | 3 | 0 | -2 | 9 | -4 | 2 | 1 | 4
O=C(N/N=C/C=C\c1ccccc1[N+](=O)[O-])c1cc(-c2ccc3ccccc3c2)n[nH]1 | 0.1 | -2 | -2 | -26 | 4 | 30* | 15 | -1 | 1 | 2
Cc1cc(OC(=O)c2ccc(Cl)cc2Cl)nc(C)n1 | -0.1 | -5 | -6 | -9 | 0 | 6 | 0 | 4 | 5 | -4
O=C(Nc1ccccc1N1CCCC1)c1cccc(-c2cc3ccccc3oc2=O)c1 | -0.2 | 6 | 4 | -4 | 7 | 1 | -5 | 10 | -8 | -13
CN(c1ccc(OCC(=O)NCCc2ccccc2)cc1)S(=O)(=O)c1ccc(Cl)cc1 | -0.1 | -10 | 12 | -2 | 2 | 17 | -4 | -2 | 8 | 4
O=C(c1cc(COc2c(F)cccc2F)on1)N1CC[C@@H]2CCCC[C@H]2C1 | -0.3 | 3 | -16 | 0 | 1 | -4 | -2 | -13 | 4 | -1
Nc1ccc(-c2nc3ccc(N)cc3o2)cc1 | 56* | -5 | 4 | / | -9 | -7 | -1 | 7 | i | i
CN(C)S(=O)(=O)NCC1CCCN(Cc2cc3ccccc3s2)C1 (configuration not stated) | -0.4 | 4 | -19 | -2 | 3 | 7 | -7 | 1 | -3 | -9
CCn1c(=O)n(CC(=O)N(C)Cc2ccccc2)c(=O)c2ccccc21 | -0.2 | 10 | -4 | -1 | -1 | -10 | -2 | -2 | 1 | 2
CCn1c(SCC(=O)Nc2cccc(C)c2)nc2ccccc2c1=O | 0.0 | -1 | 7 | 0 | 0 | 10 | 3 | -10 | 0 | -4
CCC(=O)NC(NC(=S)Nc1c(C)n(C)n(-c2ccccc2)c1=O)C(Cl)(Cl)Cl (configuration not stated) | -0.5 | -1 | -1 | 3 | 1 | -3 | 6 | 3 | 2 | 3
O=C(CCl)N(Cc1ccccc1)c1ccccc1 | -0.9 | -5 | -12 | 0 | 1 | -12 | 0 | 3 | 1 | 1
CCC1CCCCN1CCCNC(=O)CN1C(=O)CSc2ccc(S(=O)(=O)N3CCOCC3)cc21 (configuration not stated) | 0.2 | -4 | 2 | 0 | 0 | 9 | -4 | 2 | 3 | -3
C=CC[C@H](CC(=O)NCCO)C(=O)N[C@H](COC(=O)[C@@H](CC=C)Cc1ccc(F)cc1)c1ccccc1 | -0.1 | 1 | 10 | -4 | 0 | 1 | 3 | -5 | 2 | 1
CCOc1ccccc1NC(=O)c1cccc(NC2=NC3CS(=O)(=O)CC3S2)c1 (configuration not stated) | 0.0 | -7 | 6 | -2 | 2 | 7 | 5 | 10 | 13* | 7
Cc1ccc(C(=O)NNC(=O)CSc2nnc(CNc3ccc(F)cc3)n2C)cc1 | 0.1 | 0 | -6 | 2 | 5 | 13 | -5 | 11 | 1 | 0
COc1ccc2[nH]c(=O)c(CNc3ccccc3OC)cc2c1 | 1.8 | 11 | 0 | -4 | -2 | 7 | -2 | 1 | -138 | -193
COc1ccc(C(=O)/C=C2/C(=O)Nc3ccccc32)c(OC)c1 | -1.0 | 0 | 6 | 0 | 0 | -1 | -3 | 2 | -7 | -13
CCCNC(=O)C/C(C)=N/NC(=O)C(=O)Nc1ccccn1 | 0.1 | 2 | 5 | -9 | -2 | 3 | 0 | 5 | -2 | -7
O=c1c2cc3cc(Cl)ccc3nc2ncn1Cc1ccc(Oc2ccccc2)cc1 | -0.2 | -2 | / | 6 | 0 | / | 1 | -1 | -5 | -4
COc1ccc(-c2n(CC(=O)OC3CC(C)CCC3C(C)C)c3ccccc3[n+]2C)cc1 (configuration not stated) | 0.9 | -3 | 9 | 0 | 3 | 0 | 4 | -1 | 4 | 2
COc1ccc(-c2cc(NC(C)=O)c3ncc(-c4cc(OC)c(OC)c(OC)c4)n3c2)cn1 | -2.2 | -9 | 6 | 7 | -2 | -19 | -8 | -3 | -129 | -160
COc1ccc(Cc2nc3ccc(C(=O)NCCc4cccc(C)n4)cc3o2)cc1 | -0.1 | 3 | 5 | 2 | 0 | 0 | -2 | -7 | 2 | -6
O=C(C(=O)N1CCCCCC1)c1c[nH]c2ccccc12 | 0.2 | -1 | 0 | 4 | 1 | -15 | -4 | -2 | -78 | -2
Cc1cc(Cl)ccc1OCC(=O)NNC(=O)c1ccco1 | -0.2 | 0 | -7 | -1 | 1 | 16 | 0 | 0 | 4 | -7
COc1cccc(C(C(=O)NC2CCCC2)N(C(=O)c2ccco2)c2ccccc2F)c1OC (configuration not stated) | -0.4 | -3 | -1 | 8 | 0 | -1 | 0 | -3 | 1 | 0
CCC(=O)N(CCCN(C)C)c1nc(-c2cc(OC)ccc2OC)cs1 | -0.4 | 2 | 0 | -5 | -2 | 7 | -2 | -9 | 1 | 1
O=C(NC1=NCCS1)c1ccc(Cl)c(Cl)c1 | 0.1 | -3 | -10 | 3 | 1 | 4 | 4 | -5 | -2 | -6
S=c1[nH]nc(Cn2cnc3ccccc32)n1-c1ccccc1Cl | -0.2 | 10 | -12 | -1 | 6 | -3 | 6 | 4 | 0 | -8
CCn1c(SCC(=O)c2cc(C)n(C)c2C)nnc1-c1ccccc1 | 0.2 | -8 | -1 | 8 | 0 | 8 | -2 | 1 | -1 | 0
N#CCSc1nnc(-c2ccccc2O)n1Cc1ccccc1 | 0.0 | -2 | 6 | 4 | -2 | 0 | 4 | -9 | -1 | 2
COc1ccc(C(=O)Nc2ccccc2C(=O)Nc2ccc(C(=O)O)cc2)cc1 | -0.2 | 11 | 2 | -6 | 2 | -1 | 5 | -5 | -2 | -7
O=C(NC(Cc1ccccc1)C(=O)O)c1ccc(S(=O)(=O)N2CCCC2)cc1 (configuration not stated) | 0.3 | -6 | 3 | -3 | 1 | 9 | -1 | -7 | -1 | 4
CCCCOCCCNC(=O)C[C@H]1C[C@@]2(C(=O)OC)C(=C[C@H](C(C)(C)C)O[C@@H]2C)N(Cc2ccc(Cl)cc2Cl)C1=O | 0.7 | 1 | / | 3 | -1 | / | -4 | -3 | 2 | 5
CCOc1ccc(S(=O)(=O)n2cc(F)c(=O)[nH]c2=O)cc1 | 0.5 | -1 | 1 | 2 | 0 | 1 | 5 | -5 | 0 | 3
NS(=O)(=O)c1ccc(NC(=O)c2cc(Cl)sc2Cl)cc1 | -0.4 | 3 | -3 | 1 | 6 | 3 | 12 | -2 | -3 | -6
CSc1ncc(C(=O)Nc2cccc(S(N)(=O)=O)c2)n1-c1ccccc1 | -0.3 | 0 | -8 | -1 | 3 | -1 | 0 | -9 | 1 | -3
CC(C)CN1C(=O)c2ccc(NC(=O)c3ccccc3F)cc2C1=O | -4.5 | 4 | -5 | -3 | -1 | 14 | 2 | 1 | -59 | -78
CN(Cc1ccco1)S(=O)(=O)c1cc(F)ccc1CN1C(=O)c2cccnc2C1=O | 0.3 | 1 | 1 | 8 | 24* | 10 | -4 | 5 | 2 | -8
O=C(CCNC(=O)c1ccccc1)NCC1CCCCC1 | 0.5 | 1 | -3 | 9 | -1 | 1 | 8 | 1 | 3 | -5
C[C@@H]1CN([C@H](C)CO)C(=O)c2cc(NC(=O)C3CCCCC3)ccc2O[C@@H]1CN(C)Cc1ccncc1 | 0.7 | -1 | -19 | -1 | 4 | -9 | -6 | 3 | 0 | -2
CCc1ccccc1NC(=O)Nc1c(C)n(C)n(-c2ccccc2)c1=O | -0.3 | 4 | 9 | -3 | 1 | -9 | 1 | 12 | 6 | -24
